Screens from PubChem BioAssay.
Gli-Sufu antag: Gli-Sufu pathway antagonists, primary screen, luciferase luminescence, Sufu-KO-LIGHT cells, uHTS; inhibition, % at 5 µM; 340,000 tested, 0.74% active; Sufu-KO-LIGHT fibroblasts, Gli luciferase reporter luminescence; AID 588413, 2011;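 active = inhibition above about 55%, limit read from the data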;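 note: 0% = DMSO-treated cells and 100% = wells with medium but no cells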
UBC13 inh: UBC13 polyubiquitin chain formation inhibitors, primary screen, biochemical, TR-FRET, uHTS; Ubiquitin-conjugating enzyme E2 N (Homo sapiens), P61088; inhibition, % at 20 µM; 330,000 tested, 0.47% active; AID 485273, 2010; in the data active = inhibition above about 45%, passing the limit was not always enough
ATG4B inhibitor: ATG4B protease inhibitors, primary screen, biochemical, fluorescence, uHTS. Cysteine protease ATG4B (Homo sapiens), Q9Y4P1. ATG4B cleavage of LC3-PLA2, NBD-HPC fluorescence, 1 h. 340,000 tested, 0.51% active. AID 504462, 2011. inhibition, % at 8.33 µM; in the data active = inhibition above about 40%
CCR6 antagonist: CCR6 receptor antagonists, primary screen, cell-based, CHO-K1, luminescence, beta-arrestin, uHTS; C-C chemokine receptor type 6 (Homo sapiens), P51684; CHO-K1 CCR6 PathHunter beta-arrestin, CCL20-stimulated; inhibition, % at 20 µM; 340,000 tested, 0.49% active;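 active = compounds whose inhibition of the agonist-driven luminescence signal at 20 µM reaches about 50%, limit read from the data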;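 note: cells stimulated with CCL20 at 14 nM final; plate controls were DMSO with CCL20 for no effect and DMSO without agonist for full effect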
Target sequence (P51684 whole entry, looked up): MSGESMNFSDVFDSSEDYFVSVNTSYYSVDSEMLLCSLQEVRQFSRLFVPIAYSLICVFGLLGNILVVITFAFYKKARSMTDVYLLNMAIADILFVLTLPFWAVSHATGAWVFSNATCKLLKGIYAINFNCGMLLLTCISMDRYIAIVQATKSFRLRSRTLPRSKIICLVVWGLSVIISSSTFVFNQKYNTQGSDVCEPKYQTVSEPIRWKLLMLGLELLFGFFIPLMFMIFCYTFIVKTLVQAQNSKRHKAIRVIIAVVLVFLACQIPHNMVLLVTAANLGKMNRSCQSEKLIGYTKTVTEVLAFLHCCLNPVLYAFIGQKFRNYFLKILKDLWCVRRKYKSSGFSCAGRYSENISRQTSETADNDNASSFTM
CXCR6 inh: CXCR6 receptor inhibitors, primary screen, cell-based, beta-arrestin, luminescence, CHO-K1 PathHunter, 1536-well | C-X-C chemokine receptor type 6 (Homo sapiens), O00574 | inhibition, % at 20 µM | 360,000 tested, 0.36% active; in the data active = inhibition above about 34%, passing the limit was not always enough;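 note: antagonist mode with CXCL16 agonist at 10 nM final; 0% = 10 nM CXCL16 with DMSO and 100% = unstimulated wells without agonist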
Target sequence (O00574 whole entry, looked up): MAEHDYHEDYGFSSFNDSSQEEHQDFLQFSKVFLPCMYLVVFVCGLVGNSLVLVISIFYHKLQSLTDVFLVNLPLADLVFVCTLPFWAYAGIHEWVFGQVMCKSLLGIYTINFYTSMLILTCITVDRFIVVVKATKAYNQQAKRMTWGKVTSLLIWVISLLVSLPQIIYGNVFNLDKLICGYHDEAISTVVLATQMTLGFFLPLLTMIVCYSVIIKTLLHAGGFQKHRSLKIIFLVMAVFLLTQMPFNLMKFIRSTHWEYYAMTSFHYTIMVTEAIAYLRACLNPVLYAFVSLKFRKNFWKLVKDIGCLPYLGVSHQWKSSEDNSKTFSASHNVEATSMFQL
APJ antag: antagonists of human apelin receptor APJ, primary screen, CHO-K1 cells, beta-arrestin complementation, luminescence | P35414 | inhibition, % at 20 µM | 330,000 tested, 0.32% active | AID 2521, 2010;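 active = inhibition above about 40% at 20 µM, limit read from the data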;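 note: cells challenged with 10 nM apelin-13 agonist together with compound; plate controls were apelin-13 plus DMSO wells for no effect and DMSO wells lacking apelin-13 for full effect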
APJ agonist: agonists of human apelin receptor APJ, primary screen, CHO-K1 cells, PathHunter beta-arrestin, luminescence; P35414; 0% DMSO wells, 100% apelin; activation, % at 20 µM; 330,000 tested, 0.11% active;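 active = activation more than six SD over the plate average, tested at 20 µM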;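 note: 0% = DMSO alone and 100% = apelin-13 at 10 nM; some results filed as inactive read as strong as hits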
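Material: engineered CHO-K1 APJ arrestin reporter cells; amount: 1000 CHO-K1 reporter cells seeded per well; incubation: compound stimulation 90 min at 25 °C, detection 60 min; signal: luminescent beta-gal fragment complementation, chemiluminescent substrate; read-out basis: APJ agonist activity; controls: DMSO-only wells as negative, 10 nM Apelin-13 as positive control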
EBI2 block: EBI2 receptor antagonists, beta-arrestin recruitment, primary screen, cell-based, luminescence, 7a,25-OHC stimulation, uHTS; G-protein coupled receptor 183 (Homo sapiens), P32249; 7a,25-OHC stimulated; inhibition, % at 5 µM; 360,000 tested, 0.81% active; AID 651636, 2012; in the data active = inhibition above about 38%;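 note: enzyme fragment complementation signal reports receptor beta-arrestin coupling in cells; 0% = agonist plus DMSO wells and 100% = wells without agonist; some results beyond the cut were filed as inactive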
Target sequence (P32249 whole entry, looked up, the tested form may be a part): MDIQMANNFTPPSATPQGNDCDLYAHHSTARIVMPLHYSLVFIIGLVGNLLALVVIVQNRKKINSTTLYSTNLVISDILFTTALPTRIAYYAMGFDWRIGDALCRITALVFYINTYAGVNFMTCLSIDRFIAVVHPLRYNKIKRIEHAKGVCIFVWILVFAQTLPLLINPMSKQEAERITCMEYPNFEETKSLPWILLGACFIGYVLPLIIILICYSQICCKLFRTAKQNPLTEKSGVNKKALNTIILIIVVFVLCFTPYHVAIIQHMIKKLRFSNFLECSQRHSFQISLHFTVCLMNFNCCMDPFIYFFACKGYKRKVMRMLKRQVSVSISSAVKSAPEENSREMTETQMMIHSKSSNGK
The depositor's hits bear a star; · = no result given.

SMILES | Gli-Sufu antag | UBC13 inh | ATG4B inhibitor | CCR6 antagonist | CXCR6 inh | APJ antag | APJ agonist | EBI2 block
Cc1ccc(NC(=O)N2CCN(C/C=C/c3ccccc3)CC2)cc1 | -16 | 5 | 7 | 5 | 1 | -2 | 1 | 45*
CCOC(=O)C1=C(CC)NC2=C(C(=O)CCC2)C1c1ccc(OC)c(OC)c1 (stereo unspecified) | -3 | 1 | -12 | 1 | -5 | 13 | -5 | 3
COc1ccc(S(=O)(=O)Cc2ccc(C(=O)NCCc3cc(OC)ccc3OC)o2)cc1 | 21 | -12 | 18 | 4 | -6 | -6 | -5 | 0
COc1ccc(CNC(=O)c2cc(=O)c3cc(C)cc(C)c3o2)cc1 | 1 | 5 | 0 | 20 | -2 | 0 | 0 | 15
CC(C)(C)C1CCc2onc(C(=O)NC3CCCC3)c2C1 (stereo unspecified) | -1 | 5 | 8 | -1 | -21 | -3 | -2 | -4
CC1CCc2c(sc(NS(=O)(=O)c3ccccc3)c2C(=O)OC(C)C)C1 (stereo unspecified) | 24 | -12 | 5 | 5 | 1 | 10 | 0 | -4
N#Cc1ccc(C(=O)N2CCC3CC2c2cc(-c4ccccc4)ccc23)cc1 (stereo unspecified) | 8 | · | -1 | 7 | 3 | · | · | 0
COc1cccc(CN2CCN(C3CCN(c4ccccc4F)CC3)CC2CCO)c1 (stereo unspecified) | 25 | 12 | -2 | 9 | -2 | -6 | -3 | -9
CCCn1c(NC(=O)CCS(=O)(=O)c2ccc(C)cc2)nc2ccccc21 | 18 | 2 | -6 | 10 | -12 | -19 | 5 | 8
COC(=O)c1c(NC(=O)C(Cl)Cl)sc2c1C(C(=O)OC)CC2 (stereo unspecified) | -2 | 2 | 2 | 12 | 0 | 5 | -4 | 1
O=C(NCCCn1ccnc1)c1cc(-c2ccncc2)nc2ccccc12 | -5 | -6 | -14 | -3 | 2 | 7 | 1 | 3
O=C(COC(=O)c1ccc(Cl)cc1[N+](=O)[O-])NNC(=O)c1cccs1 | -5 | 2 | 6 | -14 | -2 | -92 | 14 | -2
CCCCCCCCOc1ccc(C2CC(=O)NC2=O)cc1 (stereo unspecified) | -5 | -2 | -7 | 9 | -9 | 6 | 0 | 0
OC(CN1CCN(c2cccc(C(F)(F)F)c2)CC1)c1c[nH]c2ccccc12 (stereo unspecified) | 16 | 22 | -19 | -20 | -9 | 0 | -3 | 5
CC(=O)c1c(C)[nH]c(C(=O)OCC(=O)Nc2cccnc2Cl)c1C | 2 | 8 | -1 | 9 | 0 | 1 | -4 | -8
Cc1ccnc(SCC(=O)c2ccc(Br)s2)n1 | -16 | 2 | -7 | 4 | 9 | 9 | -1 | -20
Cc1ccc(Nc2ncccc2C(=O)NCc2cccs2)c(C)c1 | 10 | 5 | -5 | -5 | -3 | 4 | -2 | 8
CCOC(=O)c1c(C)[nH]c(C)c1C(=O)COC(=O)COc1ccc(Cl)c(C)c1 | -7 | 4 | 6 | -7 | 10 | 17 | 1 | 5
O=C(NCCN1CCOCC1)C1CC(=O)N(c2ccc(F)c(Cl)c2)C1 (stereo unspecified) | -6 | -8 | -9 | 8 | -6 | 15 | -2 | -4
COC(=O)c1ccc(CSc2nnc3c(n2)[nH]c2ccccc23)cc1 | -2 | -10 | 13 | -2 | -1 | -13 | 1 | -9
CCOP(=O)(CN(CC)C(=O)c1ccccc1Br)OCC | 7 | 6 | -9 | -2 | 5 | 6 | -1 | -7
O=S(=O)(CCc1nc2ccccc2o1)c1ccc2ccccc2c1 | 3 | 7 | -3 | 5 | -5 | 2 | -4 | -10
O=C(COC(=O)c1cccc(O)c1)NCc1ccc2c(c1)OCO2 | -5 | -2 | -2 | 5 | -7 | -3 | -5 | 0
CCOc1ccc(NC(=O)Nc2cc(OCC(F)(F)F)cc(OCC(F)(F)F)c2)cc1 | 9 | -6 | -5 | -3 | -6 | -13 | 1 | 1
C[C@@H]1CCC(=O)N(CC[C@H](Oc2ccccc2)c2ccccc2)CC1 | 0 | 1 | 4 | 5 | 18 | -32 | -4 | 4

A few values from the results shown:
In APJ antag, `O=C(COC(=O)c1ccc(Cl)cc1[N+](=O)[O-])NNC(=O)c1cccs1` is entered as -92
In ATG4B inhibitor, `O=C(NCCCn1ccnc1)c1cc(-c2ccncc2)nc2ccccc12` is entered as -14
In Gli-Sufu antag, `CCOP(=O)(CN(CC)C(=O)c1ccccc1Br)OCC` is entered as 7

Back to the main list, starting five compounds before the break.
SMILES | Gli-Sufu antag | UBC13 inh | ATG4B inhibitor | CCR6 antagonist | CXCR6 inh | APJ antag | APJ agonist | EBI2 block
CCOP(=O)(CN(CC)C(=O)c1ccccc1Br)OCC | 7 | 6 | -9 | -2 | 5 | 6 | -1 | -7
O=S(=O)(CCc1nc2ccccc2o1)c1ccc2ccccc2c1 | 3 | 7 | -3 | 5 | -5 | 2 | -4 | -10
O=C(COC(=O)c1cccc(O)c1)NCc1ccc2c(c1)OCO2 | -5 | -2 | -2 | 5 | -7 | -3 | -5 | 0
CCOc1ccc(NC(=O)Nc2cc(OCC(F)(F)F)cc(OCC(F)(F)F)c2)cc1 | 9 | -6 | -5 | -3 | -6 | -13 | 1 | 1
C[C@@H]1CCC(=O)N(CC[C@H](Oc2ccccc2)c2ccccc2)CC1 | 0 | 1 | 4 | 5 | 18 | -32 | -4 | 4
COc1ccc(C(=S)N2CCCC2)cc1Br | 31 | 10 | 0 | 10 | -5 | 16 | -4 | -9
Cc1ccc(S(=O)(=O)N2CCC(C(=O)N[C@@H](C)C(=O)NCc3ccccc3)CC2)cc1 | 0 | -1 | 0 | 11 | 6 | 14 | -3 | 3
O=C(Cn1c(=O)oc2ccccc21)Nc1ccc(Cl)cc1Cl | 3 | 2 | 8 | 0 | 2 | 1 | -2 | -5
CC(c1nc2ccccc2c(=O)[nH]1)N(C)CCOc1ccc(Cl)cc1 (stereo unspecified) | 6 | 12 | -6 | 8 | -6 | -15 | -2 | 7
Cc1cc(Cl)ccc1Oc1ccccc1C(=O)CC#N | -2 | -8 | 9 | 22 | 14 | 13 | -2 | -1
CS(=O)(=O)Nc1ccc(C2=NN(S(=O)(=O)c3ccccc3)C(c3cccs3)C2)cc1 (stereo unspecified) | -16 | 0 | -1 | 19 | -1 | -9 | -2 | 4
O=S(=O)(Nc1ccc(OC(F)F)cc1)c1ccc(-c2ccon2)s1 | 1 | 7 | -2 | 6 | -1 | 8 | -2 | 8
O=C1CCCCN1CCC(=O)N1CCCC(N2CCN(c3ccccc3)CC2)C1 (stereo unspecified) | -6 | 3 | 3 | -3 | -16 | 6 | -1 | -2
COc1ccc(C2=CSC3=NCCN23)cc1F | 2 | 7 | -1 | -7 | 3 | 7 | -3 | -2
COC/C=C/C1=CC2=CC(=O)C(C)(OC(=O)c3cnc4ccccc4n3)C(=O)C2=CN1c1ccc(OC)cc1 (stereo unspecified) | 2 | -84 | -6 | -3 | -2 | -63 | 11 | 7
CCOc1ccccc1CNc1nc2nc3c(c(=O)n2[nH]1)CCC3 | 2 | 3 | -4 | -16 | -1 | 17 | -1 | -8
COc1cccc(-n2c(SCC(=O)NC3CCS(=O)(=O)C3)nc3ccccc3c2=O)c1 (stereo unspecified) | -12 | 4 | 12 | 8 | 7 | -2 | -2 | -2
CCN(C(=O)c1nn(-c2ccc(OC)cc2)c(=O)c2c1c1ccccc1n2C)c1ccc(OC)cc1 | 29 | 1 | -11 | 4 | 5 | 20 | -3 | 13
CS(=O)(=O)Nc1ccccc1C(=O)Nc1ccccc1C(=O)N1CCCC1 | -3 | 5 | 4 | 6 | -7 | -36 | -5 | 2
COc1ccc(-n2nc(C(=O)NCC(=O)N3CCN(C)CC3)c3ccccc3c2=O)cc1 | -7 | -3 | -1 | 3 | -3 | -1 | -2 | -10
Cc1sc2ncnc(-n3cnc4ccccc43)c2c1C | 22 | 4 | 0 | 9 | -10 | 6 | -7 | 12
S=C(Nc1ccccc1)NC1CCN(Cc2ccccc2)CC1 | 15 | 2 | 13 | -1 | -3 | -1 | -3 | -3
Cc1ccccc1Nc1nc(N)nc(CN2C(=O)NC3(CCCCC3C)C2=O)n1 (stereo unspecified) | -2 | 0 | -17 | -5 | -8 | 9 | -2 | -4
CC1=C(C(=O)OC2CCCCCCC2)C(c2ccc(O)cc2)NC(=O)N1 (stereo unspecified) | 2 | -9 | -16 | 1 | 2 | 1 | 3 | -12
O=C(N/N=C/c1ccc(Br)cc1)c1ccc(Br)o1 | -88 | 2 | 3 | 13 | -7 | -13 | 4 | 10
O=c1[nH]cnc2scc(-c3ccc(Br)cc3)c12 | -9 | 1 | 2 | 10 | 5 | 6 | -4 | 9
O=S(=O)(O)c1ccc(N2N=C(c3ccccc3)CC2c2ccccc2)cc1 (stereo unspecified) | 1 | -5 | 12 | 4 | -4 | 18 | -2 | 2
O=C(O)c1ccc(/C=N/NC(=O)c2cc3ccccc3cc2O)cc1 | 3 | -30 | 2 | 0 | 0 | -2 | 0 | -13
CN(C)CCCN=C(NO)c1ccc(Cl)cc1Cl | 6 | 1 | 3 | 1 | 2 | 12 | 0 | 10
COc1ccc(C(NC(=O)c2cc(OC)ccc2OC)c2ccccc2)cc1 (stereo unspecified) | -26 | -1 | -4 | 13 | 12 | -19 | -5 | 6
SMILES | Gli-Sufu antag | UBC13 inh | ATG4B inhibitor | CCR6 antagonist | CXCR6 inh | APJ antag | APJ agonist | EBI2 block
CC(=O)Nc1ccc(S(=O)(=O)N2CCC(N(C)CCC(C)C)CC2)cc1 | -6 | 4 | -4 | 0 | -1 | 10 | 2 | -2
CCOC(=O)CNC(=O)CNC(=O)Cn1ccc2ccccc2c1=O | -3 | 2 | -10 | 8 | -4 | -1 | 2 | -6
N#Cc1cc2c(nc1SCC(O)CS(=O)(=O)Cc1ccccc1)CCCC2 (stereo unspecified) | 0 | 10 | 2 | 2 | -2 | -20 | -3 | 7
CN1C[C@@H]2[C@@H]3C(=O)N(Cc4ccccc4)C(=O)[C@@H]3[C@](C)(C1=O)N2C(=O)c1ccc(F)cc1 | -3 | · | -9 | 0 | -4 | · | · | -11
Cn1c(-c2ccco2)nc2cc3ccccc3cc21 | -4 | 19 | -12 | 9 | -3 | -2 | -4 | 1
CC(=O)c1cccc(OCC(=O)N(Cc2ccco2)c2c(N)n(Cc3ccccc3)c(=O)[nH]c2=O)c1 | 4 | 2 | -26 | 2 | 3 | 0 | -1 | -7
COc1ccc(NC(=O)c2sccc2C)cn1 | -36 | -1 | 1 | 6 | -5 | -24 | -3 | -3
COC(=O)c1sc(NC(=O)c2csc3c2CCCC3)nc1C | -37 | 5 | -8 | 3 | 3 | 14 | -6 | -1
Cc1ccc(COC(=O)c2cc(S(=O)(=O)N3CCCCC3)ccc2N2CCOCC2)cc1 | 50 | 4 | -8 | 4 | -6 | -5 | 2 | -1
CCOc1ccccc1NC1c2ccccc2C(=O)N1Cc1ccco1 (stereo unspecified) | 5 | 18 | -1 | 21 | 9 | 23 | -7 | 2
COc1ccccc1CNC(=O)COC(=O)c1ccc2c(=O)n3c(nc2c1)CCCCC3 | 0 | 14 | 3 | 7 | -3 | 13 | -1 | -3
O=C(Cc1ccc(Cl)cc1)Nc1nc2ccccc2[nH]1 | -12 | 7 | -14 | -3 | 1 | 12 | -3 | 1
CNC(=S)N(CCc1c(C)[nH]c2ccccc12)Cc1cccnc1 | 5 | 1 | 11 | 5 | 12 | -6 | -1 | 0
